bCat nuc transl: modulators of beta-catenin nuclear translocation, primary screen, imaging, HeLa cells, immunofluorescence, high-content. 190,000 compounds, 0.3% hits. nuclear translocation activity, % at 5 µM;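 active = nuclear translocation activity above 50% at 5 µM, with a well cell count of 50 or more; inconclusive = wells under 50 cells across six images, flagged as toxic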;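 note: per-cell ratio of nuclear to cytoplasmic median beta-catenin stain intensity; plate controls were DMSO negative control for no effect and GSK-3 inhibitor IX positive control for full effect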
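Technique: fluorescence imaging of beta-catenin antibody stain plus DAPI / Material: human HeLa cell line / Incubation: compound treatment 24 h, 37°C, 5% CO2 / Read-out basis: % activation of per-cell nuclear versus cytoplasmic median beta-catenin signal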
Autophagy HCS: autophagy modulators in MEF cells, primary screen, imaging, high-content, MEF GFP-LC3; MEF GFP-LC3 puncta imaging; test concentration mostly 10 µM; 190,000 compounds, 0.98% hits; calls only at 10 µM (by protocol);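 active = percentage of spot-positive cells more than 3 SD above its plate mean, without a fluorescence outlier flag or 80% toxicity; inconclusive = no clear call, values can overlap the other calls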;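 note: spot-positive cell cutoff set from DMSO-treated cells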
West Nile antiviral: West Nile virus antiviral activity, cell-based, CPE readout (AID 1621); West Nile virus-infected cells, CPE inhibition; higher % means a stronger effect; one-dose CPE inhibition, % at 10 µM; IC50 in µM for titrated hits; 290,000 compounds, 0.02% hits; in the data active = a potency from the dose series; inconclusive = CPE inhibition mostly from about 3.7% at the one dose, without a potency; inactive = the rest, 99 in 100 with CPE inhibition below about 2.2%; note: strong numbers were not always called active
Myeloid diff MLP: induction of myeloid progenitor differentiation, primary screen, cell-based, flow cytometry, MLPCN library; calls only at 10 µM; ER-HoxA9 myeloid progenitors, lysozyme-GFP differentiation; 360,000 compounds, 1% hits;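 active = normalized GFP-positive differentiation at or above the plate's own cutoff, the solvent-only control mean plus 3 SD; inconclusive = no clear call, values can overlap the other calls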;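 note: cells exposed to compound for four days before flow analysis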
Lipid droplet: inhibitors of hepatocyte lipid droplet formation, primary screen, imaging, high-throughput imaging, BODIPY stain; AML12 mouse hepatocytes, oleate lipid droplets; inhibition, % at 6.5 µM; 240,000 compounds, 0.4% hits; AID 1656, 2009;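 active = lipid droplet intensity inhibited by at least 50%, with more than 500 cells counted; inconclusive = wells with under 300 cells, treated as cytotoxic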
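Assay system: AML12 hepatocytes (mouse) / Also added: 100 µM oleic acid challenge / Times: overnight treatment with compound plus oleate / Detection: high-content imaging of BODIPY-stained droplets and DAPI nuclei / Evaluation: % inhibition of lipid droplet signal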
T cell modulator: modulators of CD8 T cell-vesicle binding, primary screen, mouse 2C CD8+ T cells, flow cytometry; 330,000 compounds, 0.068% hits; 2C CD8+ T cell-vesicle binding; hits give low values; calls only at 7 µM;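 active = response, share of CD8 T cells binding vesicles, and their 90th percentile fluorescence all below set limits, cut at about 80% in these data, passing the limit was not always enough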
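Assay system – 2C mouse CD8+ T cells · Also added – QL9-loaded Drosophila micro-vesicles · Timing – Cell–vesicle co-incubation 1.5 h at 37 °C, staining 20 min on ice · Signal – flow cytometry of vesicle-bound cells · Measure – percent CD8+ FL2 mean versus row control · Controls – Peptide-free naked vesicles (low) and QL9 vesicles with 0.7% DMSO vehicle (high)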
Insulin prom up: insulin promoter activators in MIN6 cells, imaging, high-content screening, mouse beta cells; AID 1625, 2009; 190,000 compounds, 0.3% hits; z-score at 5 µM; MIN6 insulin promoter-GFP reporter; hits give high values;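 active = z-score above 3 at 5 µM with at least 500 cells counted in the well; inconclusive = wells under 500 cells, flagged as cytotoxic or low count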
MT stabilize HCS: microtubule stabilizers in HeLa cells, primary screen, imaging, high-content imaging. HeLa tubulin immunostaining HCS, 24 h; share of cells brighter than vehicle mean+2SD. % tubulin-high responders, % at 10 µM. 200,000 compounds, 0.83% hits. AID 2205, 2009;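 active = plate Z-score above 3 for both tubulin-high and condensed-nucleus cell shares, with cell loss under 80%, at 10 µM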;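 note: anti alpha tubulin signal scored within the nucleus-defined area of each cell; some results filed as inactive read as strong as hits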
WT yeast gro inh: growth inhibition of WT strain, primary screen, mitochondrial fusion inhibitor project, WT and mutant strains, chemical genetic; inhibition, % at 10 µM; 190,000 compounds, 2.1% hits; mitochondrial fusion phenotypic screen; in the data active = inhibition above about 58%; tested in S. cerevisiae
WT yeast gro inh mutant strain: also measured in WT yeast gro inh; calls as there; inhibition, %; mitochondrial fusion phenotypic screen, mutant strain inhibition
Insulin prom up cell count: also measured in Insulin prom up; calls as there; cell count; measured here: cytotoxicity, nuclei count;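 total cells summed across four imaged fields per well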
Lipid droplet cells 6.5 µM: also measured in Lipid droplet; calls as there; cell count; measured here: cell count, cytotoxicity flag;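 cells counted across two imaged fields per well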
bCat nuc transl cell count 5 µM: further read-out of bCat nuc transl, marked with its call; cell count; measured here: cell count, cytotoxicity flag
T cell modulator vesicle-bound %: recorded beside T cell modulator, whose call it bears; double positive events, %; measured here: CD8+ vesicle-bound cell fraction;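 binding gate set so that unloaded-vesicle control wells show 10% double positive cells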
MT stabilize HCS Hoechst-high %: also measured in MT stabilize HCS; calls as there; % Hoechst-high responders; measured here: nuclear condensation Hoechst responders;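 share of cells brighter than vehicle mean plus two SD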
MT stabilize HCS cytotoxicity %: second read-out of MT stabilize HCS, no call of its own (marks repeat the call); toxicity, %; measured here: cytotoxicity by cell density;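 0% = mean cell density of plate MIN control wells and 100% = no cells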
Autophagy HCS cell loss 18 h: also measured in Autophagy HCS; calls as there; toxicity, %; measured here: cell loss, nuclei count;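 cell loss after 18 h compound exposure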
Myeloid diff MLP GFP+ MAC1+ %: also measured in Myeloid diff MLP; calls as there; GFP+ MAC1+ double positive, %; measured here: differentiation confirmed by MAC1 staining
* hit, by the source's call; i = inactive; ? = inconclusive; . = no result given.

SMILES	bCat nuc transl	bCat nuc transl cell count 5 µM	Autophagy HCS	Autophagy HCS cell loss 18 h	West Nile antiviral	Myeloid diff MLP	Myeloid diff MLP GFP+ MAC1+ %	Lipid droplet	Lipid droplet cells 6.5 µM	T cell modulator	T cell modulator vesicle-bound %	Insulin prom up	Insulin prom up cell count	MT stabilize HCS	MT stabilize HCS Hoechst-high %	MT stabilize HCS cytotoxicity %	WT yeast gro inh	WT yeast gro inh mutant strain
Cc1ccccc1Cn1c(O)c(N=NC(=S)Nc2ccccc2F)c2ccccc21	-1.2	1082	i	-0.6	-0.5%	i	0.4	44.1	737	i	16.2	-1.31	1224	4.2	2.3	12.6	-8.4	1.8
COc1ccccc1NC(=O)COC(=O)c1ccc([N+](=O)[O-])s1	2.0	985	i	2.5	0.2%	i	0.0	20.0	704	i	8.8	-0.53	1275	3.5	3.1	2.4	95.0*	22.8*
Cc1ccc(S(=O)(=O)NNC(=S)Nc2cccc(F)c2)cc1	1.8	1266	.	.	0.2%	i	0.8	0.5	745	i	26.0	-0.37	1287	.	.	.	.	.
CCCCNC(=O)C1CCN(c2nc(C)cc(C)n2)CC1	-2.3	1172	i	9.5	-0.5%	i	0.3	17.3	757	i	22.5	1.06	1208	5.3	2.0	7.8	6.2	5.7
Clc1ncc(Cn2cccn2)s1	-0.6	803	i	-3.2	0.3%	i	0.5	-0.7	677	i	0.8	-0.88	1601	6.4	2.5	8.3	-5.0	0.9
Cc1ccc(S(=O)(=O)N2CCC(=O)N(CCOCc3ccc(C(F)(F)F)cc3)CC2)cc1	.	.	i	9.3	-0.9%	i	1.0	-22.4	729	.	.	-1.37	1071	2.8	2.0	3.7	18.4	-30.8
CCOC(=O)C1=c2s/c(=C\c3ccncc3)c(=O)n2C(N)=C(C(=O)OC)C1c1ccncc1 (stereo not drawn)	-2.2	1091	i	-1.4	-0.8%	i	0.4	-3.8	658	i	27.4	-1.69	1245	4.8	2.3	3.1	0.9	-20.8
Cc1ccc(-c2nc(CSCC(=O)NCc3cccnc3)c(C)o2)cc1	.	.	i	-10.5	-1.5%	i	1.7	.	.	i	22.1	.	.	3.1	2.7	4.0	10.2	-9.8
COc1ccc(CC(=O)Nc2c3c(nn2-c2cccc(C)c2C)CS(=O)(=O)C3)cc1	-0.6	1019	i	-4.8	-0.2%	i	0.3	-0.5	711	i	32.5	0.12	1654	4.6	3.6	6.9	13.2	23.4
COC(=O)[C@H](CCSC)NC(=O)Nc1ccc(C(C)=O)cc1	-0.3	1144	i	-9.0	0.0%	i	2.3	.	.	i	58.5	-0.52	1192	5.4	2.8	11.3	0.4	11.6
CCOc1ccc2nc(SCC(=O)N3CCCCCC3)c(C#N)cc2c1	-3.2	1112	i	-0.8	0.2%	i	0.3	-6.3	785	i	43.6	0.79	1126	5.4	1.0	4.7	-4.3	-19.6
CC(=O)Nc1cccc2ncccc12	1.7	1107	i	7.7	-0.2%	i	0.4	-4.2	560	i	48.6	0.5	1489	2.7	3.4	7.8	-0.2	-16.0
Cc1cccc(N2C(=O)c3cccc4c(N)ccc(c34)C2=O)c1	.	.	.	.	-0.2%	i	4.0	6.5	852	i	59.4	.	.	.	.	.	.	.
COC(=O)c1c(N)sc(Cc2ccccc2)c1C	3.1	941	i	1.8	0.1%	i	0.3	6.7	708	i	33.4	-0.23	1640	1.5	2.3	7.9	20.0	13.1
COc1ccc(CC(=O)NCC2(c3ccc(OC)c(OC)c3)CCOCC2)cc1	-9.6	1246	i	-24.7	.	i	0.3	-0.6	762	i	57.9	.	.	2.3	1.8	4.6	-7.0	4.8
COc1ccc(C(=O)ON=C2CCN(C)CC2)cc1	5.7	790	i	-2.1	1.3%	i	0.5	10.0	730	i	25.9	1.41	1548	4.3	2.2	9.5	5.9	-1.5
Cc1cc(C)n2cc(COc3ccccc3)nc2n1	.	.	i	7.9	-0.6%	i	0.2	-6.9	721	i	30.5	0.09	1173	2.0	3.1	3.2	-18.7	14.4
COc1ccc(C2(c3ccc(OC)cc3)NC(=O)NC2=O)cc1	.	.	.	.	-0.2%	i	0.7	-3.0	820	i	22.0	.	.	.	.	.	.	.
CCOC(=O)Cc1csc(NC(=O)CSc2nncn2C)n1	-2.1	1146	i	-7.0	0.9%	i	1.9	-0.4	741	i	14.6	0.29	1135	3.2	2.8	6.0	-6.0	-14.3
COc1ccc(NS(=O)(=O)c2cn(C)c(=O)n(C)c2=O)c(OC)c1	-0.4	1300	.	.	-0.1%	i	0.4	-8.1	742	i	34.1	1.33	1068	.	.	.	.	.
O=C(Nc1ccc(O)c2c(=O)cc(-c3cccc(Cl)c3)oc12)c1ccccc1Cl	-1.9	1201	.	.	0.3%	i	0.8	-0.7	634	i	26.1	-0.22	898	.	.	.	.	.
Cc1ccc(CSc2nc(N)cc(N)n2)cc1	.	.	.	.	-0.7%	i	0.3	-1.9	770	i	11.3	.	.	.	.	.	.	.
CC(C)n1c(=S)[nH]c2c1c(=O)[nH]c(=O)n2C	-3.8	1351	i	-1.5	0.0%	i	0.9	.	.	i	51.4	0.46	1639	4.0	2.8	5.5	5.1	-7.5
COc1ccc(CCCc2n[nH]c(=S)o2)cc1	0.0	1077	i	0.4	.	i	0.7	5.1	750	i	27.8	1.19	1218	3.7	2.5	3.9	-5.2	-2.3
COc1cc(/C=N/N2C(=O)CSC2=S)cc(Br)c1O	0.0	1074	i	-1.3	-0.1%	i	1.0	0.5	697	.	.	0.56	1143	9.1	1.5	8.4	-2.3	11.7
O=C(COc1cccc(Br)c1)N/N=C1\CCSC1	-1.5	1094	i	-11.7	0.5%	i	0.6	0.3	655	i	47.2	-0.07	1450	3.5	2.0	5.3	-3.1	-21.4
Cc1cc(C(F)(F)F)nc2c(Cl)c(C(C)(C)C)nn12	-2.2	1017	.	.	-0.7%	i	0.3	-9.6	698	i	29.8	0.74	1442	.	.	.	.	.
O=C(Cc1cccc2ccccc12)Nc1cccnc1	0.8	1123	i	21.0	-0.4%	i	0.2	30.5	751	i	19.6	-0.83	1260	1.9	1.7	3.2	-6.7	-2.5
Cc1ccc(S(=O)(=O)N(C)C)cc1NC(=O)COC(=O)CCCOc1ccccc1	.	.	.	.	0.1%	i	0.3	-20.2	818	i	47.5	.	.	.	.	.	.	.
CCN1CCN(Cc2ccc(NC(=O)c3ccc(C)c(NC(=O)c4ccc5n[nH]nc5c4)c3)cc2C(F)(F)F)CC1	0.1	1414	.	.	-0.5%	i	2.1	2.9	653	i	60.2	0.51	960	.	.	.	.	.
O=C(NCCc1c[nH]c2ccccc12)c1c(Cl)nc2sccn12	-3.6	994	i	17.3	-0.1%	i	0.3	.	.	i	20.8	-0.29	1441	2.8	1.7	0.2	-1.8	-11.3
O=C(Cc1cccs1)NNC(=O)c1ccc(F)cc1	0.4	996	i	6.9	0.1%	i	0.3	0.2	727	i	0.5	0.11	1361	2.5	1.5	8.4	12.5	2.9
CN(C)CCn1c2ccccc2c2nc3ccc([N+](=O)[O-])cc3cc21	-2.7	896	.	.	-0.7%	?	.	-7.9	662	i	31.0	?	.	.	.	.	.	.
CCOc1ccccc1CN(CCc1ccc2c(c1)OCO2)Cc1ccccn1	0.6	1168	i	6.8	-0.5%	i	0.3	.	.	i	33.2	-1.74	1123	6.0	2.7	8.7	12.5	2.7
CCOC(=O)/C(C#N)=C/N1CCOCC1	0.9	1346	.	.	-0.2%	i	0.4	12.2	788	i	21.6	-0.19	1056	.	.	.	.	.
Cc1ccc(SCCNCc2ccco2)cc1	.	.	.	.	-0.3%	i	0.7	-7.9	827	i	17.7	.	.	.	.	.	.	.
CCCc1nc(SCC(=O)Nc2ccccc2)c2c(=O)n(C)c(=O)n(C)c2n1	1.4	1044	i	1.3	0.0%	i	1.2	3.3	700	i	26.3	2.41	1994	8.7	3.1	8.5	0.4	-2.2
C/C(=N\Nc1nccnc1Cl)c1ccc([N+](=O)[O-])cc1	3.3	1362	i	-3.5	0.7%	i	0.6	.	.	i	45.0	0.83	1491	2.1	1.6	10.8	19.7	3.2
COc1cccc(C(=O)NNC(=O)Cc2ccc(Cl)cc2)c1	.	.	i	5.9	0.2%	i	0.0	-4.0	634	i	31.0	0.03	1211	2.1	5.7	6.9	-16.9	-12.8
COC(=O)c1cc(OC)c(OC)cc1NC(=S)N1CCCCC1	3.4	1363	i	-5.0	-0.7%	i	1.1	.	.	i	40.7	-0.6	1393	2.3	1.3	4.5	8.4	-2.8
O=C(Nc1ccccc1)Nc1ccc(C(=O)N2CCCC2)cc1	-4.1	1140	i	4.8	-1.6%	i	0.0	-8.8	587	i	47.9	0.52	1526	4.2	2.8	0.7	62.2*	61.6*
O=c1cc(-c2ccc(O)cc2)oc2ccc(O)cc12	3.6	917	i	13.3	-0.1%	i	0.5	13.9	687	i	44.6	-1.09	1248	2.6	2.0	6.2	-12.1	-36.0
COCc1cc(=O)n2[nH]cc(-c3ccccc3)c2n1	.	.	.	.	1.0%	i	1.1	0.0	806	i	51.1	.	.	.	.	.	.	.
